Eya2 inh: Eya2 (human) phosphatase inhibition | recombinant Eya2, OMFP fluorescence dephosphorylation (OMFP is methylfluorescein phosphate) | 330,000 tested, 0.006% active | Potency, µM (top dose mostly 76.9 µM), without a hit: top-dose activity, negative = inhibition, most hits filed as inhibitors | O00167 | AID 488837; also: potency is read from the fitted curve at half-maximal effect; % is scaled to controls: 0 for no effect and ±100 for the full control effect
Target sequence (O00167 whole entry, looked up): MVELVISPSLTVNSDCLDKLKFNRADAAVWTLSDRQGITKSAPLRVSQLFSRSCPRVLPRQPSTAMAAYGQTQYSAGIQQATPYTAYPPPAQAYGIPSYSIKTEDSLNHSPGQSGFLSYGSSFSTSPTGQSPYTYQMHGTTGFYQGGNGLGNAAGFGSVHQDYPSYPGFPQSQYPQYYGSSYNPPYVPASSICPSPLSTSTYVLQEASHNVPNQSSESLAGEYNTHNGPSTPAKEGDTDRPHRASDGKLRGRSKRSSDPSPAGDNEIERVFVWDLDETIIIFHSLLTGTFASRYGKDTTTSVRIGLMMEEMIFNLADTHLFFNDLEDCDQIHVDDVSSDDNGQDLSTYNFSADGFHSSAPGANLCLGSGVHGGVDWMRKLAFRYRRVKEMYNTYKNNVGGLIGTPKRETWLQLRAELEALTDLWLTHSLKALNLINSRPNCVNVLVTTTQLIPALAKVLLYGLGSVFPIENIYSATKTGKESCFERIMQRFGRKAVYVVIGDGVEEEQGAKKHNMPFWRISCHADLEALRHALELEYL
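Eya2 protein (added as 0.2 uM solution) was preincubated with compound for 10 min at ambient temperature in 50 mM HEPES pH 7.5, 50 mM NaCl, 5 uM MgCl2, 0.05% BSA, 1 mM DTT. OMFP (added at 50 uM) then reacted 10 min; fluorescence read at 485/525 nm.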
BRCA1 expr act: activators of BRCA1 expression | MCF7-BRCA1-FFLuc reporter, luminescence, 48 h; response scale: scaled: vehicle 0%, 10 µM genistein 100% | Potency, µM (highest dose often 46.1 µM), for the others: at the top dose activation, hits mostly activators | 380,000 tested, 1.1% active; also: potency is read from the fitted curve at half-maximal effect; nearly all actives have a fitted effect of over 80% in size; some results filed as inactive show a strong effect at the top dose
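Quantitative HTS in MCF7 cells stably reporting BRCA1 expression via firefly luciferase. Compound treatment lasts 48 h at 37 °C in phenol-red free MEM. Activation is expressed relative to genistein at 10 microM and DMSO.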
TSG101-PTAP inh: blocks PTAP/TSG101 interaction to inhibit HIV-1 budding | Fluorescence polarization, FITC-PTAP peptide / Tsg101 binding | Q99816 | 340,000 tested, under 10 active | Potency, µM (series often up to 115 µM), without a hit: at the highest dose activity change, negative = inhibition, usual class: inhibitors; active = well fitted inhibition curve with a large enough effect in the main read-out, with a control signal flat, not every such curve was filed as active; inconclusive = small, poorly fitted or top-dose-only effect, or effect the other way, or a change in a side signal; inactive = no such curve, though single readings can be large or run the other way; also: potency is read from the fitted curve at half-maximal effect; % of control where 0% means no effect
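FP read-out: FITC-PTAP peptide, 50 nM final, binding Tsg101 binding domain, 10 uM final; 20 min, r.t.; 10 mM HEPES pH 7.5, 0.15 M NaCl, 0.01% Tween 20, 3 mM EDTA, 0.1 mM TCEP.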
ELG1 genotox: induces genotoxicity in HEK293T cells with luciferase-tagged ELG1. HEK293T ELG1-luciferase reporter, luminescence, 16 h. Potency, µM (doses to about 46 µM), inactives show at the highest dose activity change, positive = activation, usual class: activators. 330,000 tested, 1.3% active. AID 504466; also: potency is read from the fitted curve at half-maximal effect; % of control where 0% means no effect; nearly all actives have a fitted effect of over 60% in size
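16 hr compound incubation (37 °C, 5% CO2) of HEK293T cells carrying luciferase-tagged ELG1; luciferase then measured by ONE-Glo luminescence after 30 min at RT.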
uPA generation: cell surface uPA generation inhibition | cell surface uPA generation assay, qHTS | 330,000 tested, 0.31% active | AID 540303 | Potency, µM (titrated, usually from 38.3 µM), for inactives: at the top dose activity change, negative = inhibition, usual class: inhibitors; active = well fitted inhibition curve with a large enough effect; inconclusive = small, poorly fitted or top-dose-only effect; inactive = no such curve, though single readings can be large or run the other way; tested in mouse RAW 264.7 cells; also: potency is read from the fitted curve at half-maximal effect; % is scaled to controls: 0 for no effect and ±100 for the full control effect; nearly all actives have a fitted effect of over 55% in size
TRPV1 agonist: human TRPV1 agonism | 320,000 tested, 0.19% active | activation, % at 8.33 µM | TRPV1-expressing cells, Fluo-8 calcium influx, agonist mode | Q8NER1; in the data active = activation above about 80%; inconclusive = between about 30% and that limit; also: 0% is about no effect
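Cells expressing TRPV1 were dye-loaded with Fluo-8 and read kinetically: 10 s baseline, 3 min after compound (agonist portion), then 2 min after EC20 capsaicin (allosteric enhancer portion). Calcium-bound dye fluorescence at 480/520 nm.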
USP2a inh: USP2a (human) protease inhibition; USP2 core, Ub-CHOP2 coupled fluorogenic reporter, 485/531; AID 463254; Potency, µM (series often up to 38.3 µM), without a hit: at the highest dose activity change, negative = inhibition, usual class: inhibitors; O75604; 330,000 tested, 0.01% active;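 also: potency is read from the fitted curve at half-maximal effect; plate controls were DMSO wells for no effect and full inhibition by NEM control for full effect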
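Deubiquitinase activity read as fluorescence (485/531 nm) after Ub-CHOP2 cleavage activates the enterokinase reporter on its substrate; USP2 core 10nM, Ub-CHOP2 and substrate 25nM each, 30min compound preincubation then 60min RT; data normalized to NEM, curves fitted.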
p53 reactivation: mutant p53 re-activation in reporter cells. H1299 p53-A138V BP100-luciferase reporter, luminescence, 24 h. 320,000 tested, 0.063% active. Potency, µM (series often up to 92.2 µM), inactives show top-dose activity change, positive = activation, most hits filed as activators; also: potency is read from the fitted curve at half-maximal effect; % of control where 0% means no effect; nearly all actives have a fitted effect of over 45% in size
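H1299 (p53-null), stable ts p53-A138V + BP100-Luc; 1000 cells/well, Opti-MEM/10% FBS; cpd 4 pt, 1:5; 24 h, 37 deg C, 5% CO2; detection reagent 10 min RT; luminescence.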
B2AR arrestin: recruits beta-arrestin to the human beta2-adrenergic receptor; beta-arrestin recruitment to beta2AR, cell-based reporter; AID 492947; Potency, µM (doses to about 46.1 µM), without a hit: top-dose activation, usual class: activators; 330,000 tested, 0.02% active;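 also: potency is read from the fitted curve at half-maximal effect; 0% = DMSO controls and full agonism = EC100 isoproterenol or metaproterenol; nearly all actives have a fitted effect of over 65% in size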
Integrin act MD: integrin-mediated muscular dystrophy alleviation activation. alpha7betagal myoblasts, beta-gal FDG fluorescence, 48 h. Potency, µM (highest dose often 38.3 µM), for inactives: at the highest dose activation, actives largely listed as activators. 350,000 tested, 0.064% active;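 also: potency is read from the fitted curve at half-maximal effect; 100% = response of the positive control SU9516; nearly all actives have a fitted effect of over 60% in size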
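alpha7betagal+/- myoblasts (passage 13, 250/well) treated 48 h at 37C with compounds at 1:260 dilution of DMSO stock. Lysed, then beta-galactosidase activity read as FDG fluorescence (ex 480/em 540) after 30 min, with pre-read for autofluorescence.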
S-ASM inh: human S-ASM enzyme inhibition. P17405. placental ASM, HMU-PC fluorogenic substrate, 60 min. Potency, µM (highest dose often 57.5 µM), inactives show at the top dose activity change, negative = inhibition, actives largely listed as inhibitors. 340,000 tested, 0.006% active. AID 504937; also: potency is read from the fitted curve at half-maximal effect
Target sequence (P17405 47-631 limits assumed): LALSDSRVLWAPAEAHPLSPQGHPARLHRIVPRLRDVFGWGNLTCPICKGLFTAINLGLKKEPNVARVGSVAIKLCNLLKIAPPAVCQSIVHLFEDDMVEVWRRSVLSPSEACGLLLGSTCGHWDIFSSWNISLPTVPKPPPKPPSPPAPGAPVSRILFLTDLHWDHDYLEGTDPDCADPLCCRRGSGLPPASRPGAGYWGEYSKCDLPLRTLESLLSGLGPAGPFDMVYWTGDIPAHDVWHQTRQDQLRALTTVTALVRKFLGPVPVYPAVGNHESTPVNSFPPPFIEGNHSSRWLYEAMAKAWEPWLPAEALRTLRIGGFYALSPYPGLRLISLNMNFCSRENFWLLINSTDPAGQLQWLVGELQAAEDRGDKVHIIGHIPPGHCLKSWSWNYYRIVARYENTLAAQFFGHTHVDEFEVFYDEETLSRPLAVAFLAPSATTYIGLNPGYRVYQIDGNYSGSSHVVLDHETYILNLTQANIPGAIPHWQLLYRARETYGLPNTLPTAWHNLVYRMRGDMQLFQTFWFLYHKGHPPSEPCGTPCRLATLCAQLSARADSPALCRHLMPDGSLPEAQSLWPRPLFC
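Fluorescence read-out (Ex 386 nm, Em 447 nm) after stopping the reaction at pH 10. Enzyme: ASM from human placenta; substrate HMU-PC0, 9 uM final; 60 min, 37 °C. Compound preincubation 10 min, ambient temperature.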
Starred values were filed as active, the others as inactive; [ ] = another dose, or the depositor's remark. Unless noted, calls follow the shape of the dose curve; as a rule, active = well fitted curve in the direction sought with a large enough effect; inconclusive = small, poorly fitted or top-dose-only effect, or another doubt; inactive = no such curve, though single readings can be large; an effect the other way counts as inactive or inconclusive. Rows are unselected; overall some 2.6% were active at least once.

For CC(=O)[C@@H]1[C@@H]2C(=O)N(C3CCCCC3)C(=O)[C@@H]2C2c3ccccc3C=CN21 (stereo partly drawn) the results were Eya2 inh -8%, ELG1 genotox 1%, TRPV1 agonist 1, USP2a inh 0%, p53 reactivation -5% and B2AR arrestin -0.2%.
CCC1Oc2ccccc2N(CC(=O)NCCCN2CCN(CC)CC2)C1=O (stereo not drawn) was read as Eya2 inh -2%, BRCA1 expr act 16%, TSG101-PTAP inh -3%, ELG1 genotox 0%, uPA generation 10%, TRPV1 agonist -3, USP2a inh -1%, p53 reactivation 3%, B2AR arrestin 0.4%, Integrin act MD 22% and S-ASM inh 4%.
CCN(c1cccc(C)c1)S(=O)(=O)c1ccc2c(c1)N(C(C)=O)CCS2 was read as Eya2 inh -5%, BRCA1 expr act 0%, TSG101-PTAP inh -6%, ELG1 genotox -2%, uPA generation 2%, TRPV1 agonist 17, USP2a inh -1%, p53 reactivation -2%, B2AR arrestin 0.1%, Integrin act MD 22% and S-ASM inh 0%.
`CCOC(=O)C1CCCN(Cc2cn(C)nc2-c2ccc3c(c2)OCCO3)C1` (stereo not drawn) gave Eya2 inh 10%, BRCA1 expr act -2%, TSG101-PTAP inh -1%, ELG1 genotox 2%, uPA generation 12%, TRPV1 agonist 2, USP2a inh -1%, p53 reactivation 0%, B2AR arrestin -0.1%, Integrin act MD -3% and S-ASM inh -2%.
COc1ccc(CC(=O)Nc2cccc3c2CCCC3)cc1 was read as Eya2 inh 1%, BRCA1 expr act -7%, TSG101-PTAP inh -7%, ELG1 genotox -1%, uPA generation -4%, TRPV1 agonist 17, USP2a inh 2%, B2AR arrestin -0.5%, Integrin act MD 30% and S-ASM inh -1%.
For CN1c2ccccc2C(C)(C)[C@]12C=Cc1cc(O)ccc1O2 the results were Eya2 inh -1%, BRCA1 expr act -53%, TSG101-PTAP inh -4%, ELG1 genotox 29%, uPA generation -12%, TRPV1 agonist -1, USP2a inh -5%, p53 reactivation inconclusive, B2AR arrestin 0.4%, Integrin act MD -47%[inhibitor] and S-ASM inh -2%.
Screening O=C(/C=C/Nc1cccc([N+](=O)[O-])c1)c1cccs1 returned Eya2 inh -2%, BRCA1 expr act -6%[1.84 µM], TSG101-PTAP inh -6%, ELG1 genotox inconclusive, uPA generation -4%, TRPV1 agonist 25, USP2a inh 1%, p53 reactivation 23%, B2AR arrestin -0.3%, Integrin act MD -2% and S-ASM inh 2%.
Screening COc1ccccc1N(Cc1cc(=O)[nH]c2ccccc12)C(C)=O returned Eya2 inh 1%, BRCA1 expr act 3%, TSG101-PTAP inh -2%, ELG1 genotox 0%, uPA generation 9%, TRPV1 agonist -4, USP2a inh 1%, p53 reactivation 1%, B2AR arrestin -0.3%, Integrin act MD 8% and S-ASM inh -4%.
`O=C(CSc1ccccc1)Nc1nnc(C2CC2)s1` gave Eya2 inh -2%, BRCA1 expr act 0%, TSG101-PTAP inh 0%, ELG1 genotox 4%, uPA generation 0%, TRPV1 agonist -5, USP2a inh 0%, p53 reactivation inconclusive, B2AR arrestin 1.6%, Integrin act MD 29% and S-ASM inh -1%.
For O=C(CNC(=O)c1ccc(S(=O)(=O)N2CCCC2)cc1)N/N=C/c1ccc(Cl)cc1 the results were Eya2 inh 2%, BRCA1 expr act -2%, TSG101-PTAP inh 0%, ELG1 genotox 3%, uPA generation 0%, TRPV1 agonist 2, USP2a inh -5%, p53 reactivation -5%, B2AR arrestin -0.5%, Integrin act MD 3% and S-ASM inh -1%.
`CCn1c(CCC(=O)Nc2cc(F)ccc2C)nc2cc(S(=O)(=O)N(C)C)ccc21` gave Eya2 inh 3%, BRCA1 expr act -15%, TSG101-PTAP inh -2%, ELG1 genotox -6%, TRPV1 agonist 4, USP2a inh 2%, p53 reactivation -12%, B2AR arrestin -0.1%, Integrin act MD -21% and S-ASM inh 2%.
`COc1ccc(CNC(=O)C(CCSC)NS(=O)(=O)c2ccccc2F)cc1` (stereo not drawn) gave Eya2 inh 3%, BRCA1 expr act 21%, TSG101-PTAP inh -1%, ELG1 genotox -8%, uPA generation 2%, TRPV1 agonist 3, USP2a inh -1%, p53 reactivation inconclusive, B2AR arrestin 0.0%, Integrin act MD 12% and S-ASM inh 0%.
`CSc1nc2nc(-c3cccc(C(F)(F)F)c3)ccn2n1` gave Eya2 inh 12%, BRCA1 expr act -6%, TSG101-PTAP inh -4%, ELG1 genotox 7%, uPA generation -4%, TRPV1 agonist -3, USP2a inh 3%, p53 reactivation -4%, B2AR arrestin -0.1%, Integrin act MD 8% and S-ASM inh -3%.
Screening Cc1ccc(NS(=O)(=O)c2cccc(C(=O)NCCCN3CCOCC3)c2)cc1 returned Eya2 inh 0%, BRCA1 expr act -10%, TSG101-PTAP inh -2%, ELG1 genotox -8%, uPA generation 1%, TRPV1 agonist -1, USP2a inh 4%, p53 reactivation -4%, B2AR arrestin 0.2%, Integrin act MD 17% and S-ASM inh -3%.
Cc1ccsc1-c1nc(-c2ccccc2)c(-c2ccccc2)[nH]1 was read as Eya2 inh 6%, BRCA1 expr act -57%, TSG101-PTAP inh -3%, ELG1 genotox 0%, uPA generation -4%, TRPV1 agonist 2, USP2a inh 2%, p53 reactivation 4%, B2AR arrestin 0.2%, Integrin act MD -32% and S-ASM inh 0%.
Screening CCOC(=O)CSc1cc(C)nc2ccc(OC)cc12 returned Eya2 inh 2%, BRCA1 expr act -30%, TSG101-PTAP inh -5%, ELG1 genotox -2%, uPA generation -1%, TRPV1 agonist 14, USP2a inh 1%, p53 reactivation -3%, B2AR arrestin 0.0%, Integrin act MD -4% and S-ASM inh 3%.
`Cc1c(NC(=O)/C(C#N)=C\c2cccs2)c(=O)n(-c2ccccc2)n1C` gave Eya2 inh 1%, BRCA1 expr act 33%, TSG101-PTAP inh -2%, ELG1 genotox 2%, uPA generation -1%, TRPV1 agonist 2, USP2a inh 1%, p53 reactivation -10%, B2AR arrestin -0.4%, Integrin act MD 3% and S-ASM inh 0%.
COCCNC(=O)C1CC(=O)N(c2ccc(OC)cc2)C1c1ccc(OC)cc1 (stereo not drawn) was read as Eya2 inh 6%, BRCA1 expr act -21%, TSG101-PTAP inh -5%, ELG1 genotox 7%, uPA generation 4%, TRPV1 agonist 2, USP2a inh -1%, p53 reactivation -3%, B2AR arrestin -0.1%, Integrin act MD inconclusive and S-ASM inh 6%.
CCC1=NN2C(=N)/C(=C\c3ccc(OCCOc4ccc(NC(C)=O)cc4)cc3)C(=O)N=C2S1 was read as Eya2 inh -13%, BRCA1 expr act -38%, TSG101-PTAP inh 0%, ELG1 genotox 0%, uPA generation 1%, TRPV1 agonist 5, USP2a inh 3%, p53 reactivation 5%, B2AR arrestin -1.5%, Integrin act MD 9% and S-ASM inh -4%.
`Cc1sc2nc(CSc3nnc(Cc4cccs4)n3C3CCCCC3)[nH]c(=O)c2c1C` gave Eya2 inh -3%, BRCA1 expr act -36%, TSG101-PTAP inh -5%, ELG1 genotox -1%, uPA generation 4%, TRPV1 agonist 0, USP2a inh 2%, p53 reactivation -5%, B2AR arrestin -0.1%, Integrin act MD -11% and S-ASM inh -1%.
CN(Cc1ccccc1)C(=O)CCC1CCN(C(=O)c2ccccc2C(F)(F)F)CC1 was read as Eya2 inh inconclusive, BRCA1 expr act 0%, TSG101-PTAP inh 1%, ELG1 genotox -3%, uPA generation 10%, TRPV1 agonist 18, USP2a inh 1%, p53 reactivation -2%, B2AR arrestin 0.4%, Integrin act MD 1% and S-ASM inh 5%.
For Cc1coc2cc3oc(=O)c4c(c3cc12)CCC4 the results were Eya2 inh 11%, ELG1 genotox 3%, TRPV1 agonist -1, USP2a inh 2%, p53 reactivation 3% and B2AR arrestin -2.0%.
For Cc1ccc(S(=O)(=O)CCc2nnc(NC(=O)COc3cccc(C)c3)s2)cc1 the results were Eya2 inh 1%, BRCA1 expr act 8%, TSG101-PTAP inh -3%, ELG1 genotox 4%, uPA generation 6%, TRPV1 agonist 6, USP2a inh -2%, p53 reactivation -2%, B2AR arrestin 0.1%, Integrin act MD -7% and S-ASM inh -2%.
`C=CCN1C(=O)/C(=c2\sc3nc(=O)c(Cc4ccc(OC)c(OC)c4)nn3c2=O)c2ccccc21` gave Eya2 inh -12%, BRCA1 expr act -29%, TSG101-PTAP inh 1%, ELG1 genotox -1%, uPA generation -2%, USP2a inh -1%, p53 reactivation -5%, B2AR arrestin -0.1%, Integrin act MD 3% and S-ASM inh -1%.
